# Rab7 wt modul – dog Rab7 wildtype GTP binding, inhibitors and activators | AID 758 | hit rate 0.055% among 190,000 | GST-Rab7 beads, fluorescent GTP binding, flow cytometry; actives lie on both sides; untreated = 100%, excess cold GTP = 0% | GTP binding activity (percent of control), % at 10 µM;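 active means fluorescent GTP binding to Rab7 beads changed by at least 20 points from the 100% baseline, either direction, mostly lower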;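 further: median green fluorescence of bound Bodipy-FL-GTP per Rab7 bead population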
# Rac1 wt GTP bind – alters GTP binding to wildtype human Rac1; P63000; GST-Rac1 beads, fluorescent GTP binding, flow cytometry; actives lie on both sides; 0 = cold GTP competed, 100 = untreated; GTP binding activity (% of control), % at 10 µM; hit rate 0.27% among 190,000;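 active means GTP binding activity at least 20 points away from the 100% control level, either lower or higher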
# Bim-Bcl-W – inhibitors of Bim-Bcl-W interaction, human | Q92843 | inhibition, % at 10 µM | bead-based flow cytometry, Bim peptide-Bcl-W binding | hit rate 0.02% among 190,000;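 further: 0% = bound tracer without compound and 100% = peptide blocker; higher means less fluorescent Bim peptide bound to Bcl-W beads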
# Target sequence (Q92843 whole entry, looked up): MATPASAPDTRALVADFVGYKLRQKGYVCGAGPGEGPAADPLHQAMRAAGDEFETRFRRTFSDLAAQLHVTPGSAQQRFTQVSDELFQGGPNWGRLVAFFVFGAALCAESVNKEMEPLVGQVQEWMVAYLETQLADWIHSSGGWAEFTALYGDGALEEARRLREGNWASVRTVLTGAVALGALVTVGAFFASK
# Bim-Bcl-XL – human Bim-Bcl-XL interaction inhibition; hit rate 0.04% among 190,000; Bim peptide-Bcl-XL binding, bead flow cytometry, fluorescence; inhibition, % at 10 µM
# Bcl-B Bim block – inhibitors of Bim-Bcl-B interaction, human; AID 951; hit rate 0.073% among 190,000; inhibition, % at 10 µM; Q9HD36; bead-based flow cytometry, Bim peptide-Bcl-B binding;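 further: 0% = tracer peptide without compound and 100% = reference inhibitor peptide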
# Target sequence (Q9HD36 whole entry, looked up): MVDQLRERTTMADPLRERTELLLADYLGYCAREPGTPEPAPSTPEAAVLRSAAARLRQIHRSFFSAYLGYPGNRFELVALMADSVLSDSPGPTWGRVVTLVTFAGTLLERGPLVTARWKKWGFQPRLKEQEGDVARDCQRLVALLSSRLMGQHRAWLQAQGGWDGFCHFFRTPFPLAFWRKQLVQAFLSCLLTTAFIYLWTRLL
# Bim-Bcl-2 – disrupts Bim peptide binding to human Bcl-2 | AID 950 | inhibition, % at 10 µM | Bead-based flow cytometry, Bim peptide-Bcl-2 binding | hit rate 0.06% among 190,000 | P10415; in the data active means inhibition above about 40%;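 further: 0% = no compound wells with probe peptide and 100% = reference peptide inhibitor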
# Target sequence (P10415 whole entry, looked up): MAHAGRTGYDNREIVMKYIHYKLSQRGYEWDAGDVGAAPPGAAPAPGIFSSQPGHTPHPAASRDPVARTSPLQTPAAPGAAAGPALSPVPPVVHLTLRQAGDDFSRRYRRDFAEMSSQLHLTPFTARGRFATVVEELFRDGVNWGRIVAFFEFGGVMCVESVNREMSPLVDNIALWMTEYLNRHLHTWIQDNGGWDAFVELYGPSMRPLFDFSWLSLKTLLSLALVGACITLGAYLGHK
# Rac1 mut GTP – modulators of GTP binding to human Rac1 activated mutant; GST-Rac1 activated beads, fluorescent GTP binding, flow cytometry; actives lie on both sides; 100% means binding = to untreated wells; percent activity (GTP binding), % at 10 µM; hit rate 0.11% among 190,000; AID 764;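 active means GTP binding at least 20 percentage points away from the 100% baseline, in either direction, so actives lie on both sides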
# Rab2 wt GTP – changes GTP binding to wildtype dog Rab2A, up or down; AID 760; GTP binding activity, % at 10 µM; GST-Rab2 wt beads, Bodipy-GTP binding, flow cytometry; P61105; hit rate 0.19% among 190,000;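 active means GTP binding activity at least 20 points away from 100%, either lowered or raised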;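 further: 0% = beads with excess unlabeled GTP and 100% = no-compound control corrected for plate trend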
# Cdc42 wt GTP – modulators (inhibitors or activators) of GTP binding to human Cdc42 wildtype. P60953. GST-Cdc42 beads, Bodipy-GTP binding, flow cytometry; actives lie on both sides. percent activity (GTP binding), % at 10 µM. hit rate 0.2% among 190,000. AID 761;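 active means percent activity GTP binding at least 20 points away from the 100% baseline, either down as inhibitor or up as activator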;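 further: median bead fluorescence of bound Bodipy-FL-GTP at 100 nM; 0% = excess unlabeled GTP control and 100% = no compound control; below 100% means less GTP binding so inhibitor and above means activator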
# Target sequence (P60953 whole entry, looked up): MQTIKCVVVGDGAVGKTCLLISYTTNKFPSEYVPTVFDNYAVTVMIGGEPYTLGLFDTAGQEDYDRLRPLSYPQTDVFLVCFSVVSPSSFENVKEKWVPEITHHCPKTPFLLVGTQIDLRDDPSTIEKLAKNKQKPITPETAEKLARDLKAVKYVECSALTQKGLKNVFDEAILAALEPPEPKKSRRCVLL
# Bim-Bfl-1 – human Bim-Bfl-1 interaction inhibition; AID 1008; Bead-based flow cytometry, Bim-Bfl-1 binding inhibition; hit rate 0.12% among 190,000; Q16548; inhibition, % at 10 µM;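 further: 0% = wells without compound plus tracer and 100% = blocker peptide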
# HRas wt GTP – changes GTP binding to wildtype human HRas | GST-Ras wt beads, Bodipy-FL-GTP binding, flow cytometry; actives lie on both sides | AID 759 | hit rate 0.14% among 190,000 | GTP binding activity, % at 10 µM;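 active means GTP binding activity at least 20% away from the 100% baseline, either lowered as inhibitor or raised as activator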;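 further: 0% = unlabeled GTP competition control and 100% = no-compound control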
# Target sequence (P01112 whole entry, looked up): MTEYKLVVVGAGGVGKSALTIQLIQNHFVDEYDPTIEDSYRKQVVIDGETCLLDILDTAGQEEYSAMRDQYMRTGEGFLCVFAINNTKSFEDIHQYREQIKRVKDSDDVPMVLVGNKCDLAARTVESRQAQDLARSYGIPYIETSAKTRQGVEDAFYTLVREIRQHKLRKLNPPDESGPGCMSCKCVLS
# Starred values were filed as active, the others as inactive. Unless noted, no stated cut-off is given here; in the data, active means inhibition above about 40%.
Rab7 wt modul | Rac1 wt GTP bind | Bim-Bcl-W | Bim-Bcl-XL | Bcl-B Bim block | Bim-Bcl-2 | Rac1 mut GTP | Rab2 wt GTP | Cdc42 wt GTP | canonical_smiles | Bim-Bfl-1 | HRas wt GTP
98.0 | 98.0 | 1.0 | -11.0 | -6.0 | -8.0 | 96.0 | 94.0 | 95.0 | O=C(NC1CCCCCC1)c1cc(S(=O)(=O)N2CCOCC2)ccc1N1CCCCC1 | -9.0 | 97.0
102.0 | 102.0 | 4.0 | -6.0 | -6.0 | -5.0 | 98.0 | 99.0 | 99.0 | CC(C)(C)c1cc(NC(=O)COC(=O)c2ccc3c(=O)n4c(nc3c2)CCC4)n(-c2ccccc2)n1 | -8.0 | 101.0
97.0 | 97.0 | 1.0 | 0.0 | -10.0 | 0.0 | 94.0 | 96.0 | 94.0 | CC(=O)N1CCN(C(=S)Nc2ccc(Oc3ccccc3)cc2)CC1 | 1.0 | 97.0
97.0 | 101.0 | -6.0 | -7.0 | -7.0 | -4.0 | 95.0 | 97.0 | 97.0 | c1ccc2c(c1)ncn2CCN1CCCCC1 | 0.0 | 97.0
98.0 | 103.0 | -1.0 | -9.0 | -10.0 | -8.0 | 101.0 | 102.0 | 103.0 | Cc1ccc(NC(=O)NCCc2ccc(S(N)(=O)=O)cc2)cc1 | -16.0 | 99.0
99.0 | 101.0 | -5.0 | -5.0 | -7.0 | -4.0 | 96.0 | 96.0 | 100.0 | CC(C)Cn1c(SCC(=O)N2CC(=O)Nc3ccccc32)nc2ccccc21 | 0.0 | 97.0
98.0 | 102.0 | -1.0 | -2.0 | -5.0 | -1.0 | 97.0 | 101.0 | 100.0 | O=C(Nc1ccccc1-c1nnn(CC(=O)N2CCOCC2)n1)c1ccccc1F | -3.0 | 100.0
89.0 | 104.0 | 0.0 | 4.0 | 2.0 | -1.0 | 92.0 | 91.0 | 96.0 | COc1ccc(S(=O)(=O)N(CCc2ccccc2)CC(=O)O)cc1C | 2.0 | 96.0
97.0 | 85.0 | 1.0 | 2.0 | 4.0 | 3.0 | 91.0 | 92.0 | 90.0 | O=C(O)CCC(=O)CCC(=O)c1ccc(Cl)cc1 | 5.0 | 90.0
104.0 | 99.0 | 0.0 | -4.0 | -3.0 | -5.0 | 94.0 | 98.0 | 96.0 | Cn1cc(CCC(=O)N2CCCC(C(=O)c3ccc(C(C)(C)C)cc3)C2)cn1 (stereo not given) | -5.0 | 96.0
103.0 | 97.0 | -2.0 | -2.0 | -6.0 | 1.0 | 96.0 | 97.0 | 96.0 | CC(=O)c1c(C)[nH]c(C(=O)Nc2cccc(S(=O)(=O)N(C)C)c2)c1C | -2.0 | 95.0
98.0 | 103.0 | 0.0 | -3.0 | -1.0 | -2.0 | 102.0 | 99.0 | 102.0 | Cc1ccc(S(=O)(=O)Nc2ccc(-c3nnc(SCc4ccccc4Cl)o3)cc2)cc1 | 0.0 | 101.0
108.0 | 98.0 | -3.0 | -1.0 | -4.0 | -4.0 | 97.0 | 99.0 | 97.0 | CC(=O)c1cccc(NS(C)(=O)=O)c1 | -6.0 | 99.0
97.0 | 99.0 | 0.0 | -1.0 | -5.0 | -5.0 | 97.0 | 93.0 | 97.0 | COC(=O)c1ccc(C(=O)OC)c(NC(=S)N2CCC(C(N)=O)CC2)c1 | -4.0 | 94.0
102.0 | 96.0 | 0.0 | -2.0 | -5.0 | -3.0 | 95.0 | 98.0 | 93.0 | O=C(NCCc1ccccc1)C1CCC(CNc2nc(=S)[nH]c3ccccc23)CC1 (stereo not given) | -5.0 | 96.0
101.0 | 101.0 | 0.0 | 0.0 | 0.0 | 0.0 | 100.0 | 104.0 | 105.0 | O=C(O)CCNS(=O)(=O)c1ccc2c(c1)Cc1ccccc1-2 | 0.0 | 104.0
94.0 | 96.0 | 0.0 | 1.0 | 0.0 | 5.0 | 97.0 | 96.0 | 96.0 | COc1cccc(-n2c(C)nnc2SCC(=O)Nc2ccccc2N2CCOCC2)c1 | 0.0 | 98.0
97.0 | 87.0 | 0.0 | -4.0 | -4.0 | -6.0 | 91.0 | 91.0 | 89.0 | Cc1cccc(C)c1NC(=O)C1c2cccc[n+]2CC(=O)N1Cc1cccs1 (stereo not given) | 0.0 | 95.0
96.0 | 106.0 | -5.0 | -3.0 | -5.0 | -4.0 | 98.0 | 98.0 | 103.0 | COc1cccc(NC(=O)C2CCCN(S(=O)(=O)c3cccc4cccnc34)C2)c1 (stereo not given) | -5.0 | 100.0
101.0 | 105.0 | -1.0 | 8.0 | -7.0 | -6.0 | 100.0 | 102.0 | 104.0 | CCCCNC(=O)CCCn1c(=O)[nH]c2ccc(Br)cc2c1=O | -10.0 | 104.0
95.0 | 96.0 | -2.0 | 0.0 | -3.0 | -3.0 | 95.0 | 96.0 | 97.0 | COc1ccc(-c2csc(C)n2)cc1Br | -7.0 | 96.0
100.0 | 106.0 | -1.0 | -2.0 | 0.0 | 0.0 | 98.0 | 102.0 | 106.0 | O=c1c(Cl)c(N2CCNCC2)cnn1C12CC3CC(CC(C3)C1)C2 | -5.0 | 101.0
103.0 | 105.0 | -2.0 | 0.0 | -2.0 | -3.0 | 99.0 | 99.0 | 104.0 | CCN(CC)CCN1CCn2c3c(c4cc(C)ccc42)CCCC31 (stereo not given) | -7.0 | 101.0
99.0 | 104.0 | -5.0 | -3.0 | -2.0 | -2.0 | 100.0 | 102.0 | 101.0 | Cc1cc(N(CC(=O)NC2CC2)S(C)(=O)=O)ccc1Br | 0.0 | 101.0
95.0 | 98.0 | -2.0 | -1.0 | -3.0 | 0.0 | 98.0 | 96.0 | 97.0 | CC(=O)NC1=NC(=O)C(C)S1 (stereo not given) | -2.0 | 96.0
100.0 | 104.0 | -1.0 | -6.0 | -8.0 | -3.0 | 98.0 | 99.0 | 103.0 | COc1cc(NC(=O)CCn2c(=O)[nH]c3ccsc3c2=O)cc(OC)c1 | -3.0 | 101.0
97.0 | 103.0 | -1.0 | -1.0 | -1.0 | 0.0 | 99.0 | 97.0 | 100.0 | COc1ccc(-c2nc(N)n(C(=O)c3ccc(C)cc3)n2)cc1 | 1.0 | 100.0
102.0 | 100.0 | 0.0 | -1.0 | -4.0 | -2.0 | 97.0 | 100.0 | 97.0 | COc1ccc(C2=NOC3(CC(=O)N(c4ccc(C)cc4)C3=O)C2)c(OC)c1 (stereo not given) | -1.0 | 95.0
98.0 | 93.0 | 0.0 | -1.0 | -1.0 | -1.0 | 92.0 | 97.0 | 95.0 | O=C(O)c1ccc(Nc2ncc([N+](=O)[O-])cc2[N+](=O)[O-])cc1 | 1.0 | 94.0
100.0 | 98.0 | 0.0 | -1.0 | -4.0 | -3.0 | 97.0 | 99.0 | 95.0 | CCC(C)NS(=O)(=O)c1ccc(S(=O)(=O)N(CC(=O)Nc2ccccc2)CC2CCCO2)cc1 (stereo not given) | -3.0 | 97.0
91.0 | 97.0 | 0.0 | -2.0 | -1.0 | 0.0 | 98.0 | 96.0 | 99.0 | CC1CC(C)CN(S(=O)(=O)N2CCC(C(=O)NCCC3=CCCCC3)CC2)C1 (stereo not given) | -1.0 | 94.0
99.0 | 104.0 | 0.0 | -2.0 | 1.0 | -1.0 | 97.0 | 96.0 | 98.0 | CC(C)N(C(=O)CO/N=C/c1cccc([N+](=O)[O-])c1)C(C)C | 3.0 | 98.0
96.0 | 103.0 | -1.0 | -6.0 | -8.0 | -9.0 | 97.0 | 97.0 | 101.0 | O=C(Nc1nccs1)C1CCN(S(=O)(=O)c2cnc[nH]2)CC1 | -14.0 | 98.0
100.0 | 101.0 | -1.0 | -1.0 | 0.0 | -1.0 | 98.0 | 100.0 | 102.0 | NS(=O)(=O)c1ccc(CCNC(=O)[C@@H]2CCCN2S(=O)(=O)c2ccccc2F)cc1 | -3.0 | 103.0
97.0 | 97.0 | -1.0 | -4.0 | -2.0 | -1.0 | 92.0 | 94.0 | 92.0 | Cc1cc(F)ccc1NCc1ccccc1[N+](=O)[O-] | -6.0 | 95.0
98.0 | 101.0 | 4.0 | 0.0 | -4.0 | -6.0 | 95.0 | 98.0 | 99.0 | COC(=O)[C@H](Cc1ccccc1)NC(=O)NCCC1=CCCCC1 | -7.0 | 99.0
105.0 | 110.0 | 0.0 | -6.0 | -6.0 | -5.0 | 103.0 | 104.0 | 105.0 | CCOC(=O)c1c(-c2ccccc2)csc1NC(=O)c1cccc(N2C(=O)CCC2=O)c1 | -10.0 | 105.0
98.0 | 100.0 | 0.0 | 0.0 | 0.0 | 0.0 | 96.0 | 98.0 | 100.0 | Cc1cccc(COCC(Cc2ccccc2)N2CCN(C(=O)c3cccc(C)c3)CCC2=O)c1 (stereo not given) | 0.0 | 100.0
91.0 | 89.0 | -1.0 | 0.0 | -5.0 | -10.0 | 91.0 | 90.0 | 95.0 | Cc1ccc(Cn2nnnc2CN2CCC(c3nc4ccc(Cl)cc4[nH]3)CC2)cc1 | -12.0 | 91.0
95.0 | 97.0 | 0.0 | -4.0 | -5.0 | -5.0 | 94.0 | 95.0 | 100.0 | CCN(C(=O)COc1ccccc1)C1CCCCC1 | -6.0 | 96.0
102.0 | 108.0 | -5.0 | -5.0 | -3.0 | -16.0 | 101.0 | 100.0 | 103.0 | CC1CC2=C(C(=O)O1)C(C)Nc1ccccc1N2 (stereo not given) | -6.0 | 100.0
100.0 | 98.0 | -3.0 | -1.0 | -5.0 | -2.0 | 94.0 | 97.0 | 96.0 | NS(=O)(=O)c1ccc(CNC(=O)CCSCCC(=O)NCc2ccc(S(N)(=O)=O)cc2)cc1 | -6.0 | 97.0
101.0 | 103.0 | 0.0 | 2.0 | -2.0 | 1.0 | 101.0 | 103.0 | 104.0 | CCN(CC)c1ccc(NC(=O)c2cccc(F)c2)c(C)c1 | 3.0 | 103.0
98.0 | 100.0 | -2.0 | -4.0 | -4.0 | -2.0 | 94.0 | 95.0 | 97.0 | CC(C)N(C(=O)C[n+]1ccsc1N)c1ccccc1 | -5.0 | 96.0
96.0 | 89.0 | 4.0 | 2.0 | -2.0 | 0.0 | 96.0 | 97.0 | 87.0 | O=C(O)CCC(=O)Nc1cccc(C(=O)Nc2cccc(Cl)c2)c1 | -5.0 | 92.0
97.0 | 91.0 | -5.0 | -4.0 | -4.0 | -3.0 | 93.0 | 95.0 | 95.0 | CN(CC(=O)Nc1ccccc1Cl)CC(=O)Nc1ccccc1[N+](=O)[O-] | -7.0 | 94.0
92.0 | 95.0 | 0.0 | -2.0 | -4.0 | -2.0 | 94.0 | 95.0 | 94.0 | CC1C2C(c3ccccc3)N(C)C(=O)N(C)C2N(C)C(=O)N1C (stereo not given) | -7.0 | 94.0
104.0 | 104.0 | -4.0 | -12.0 | -14.0 | -2.0 | 100.0 | 102.0 | 99.0 | COc1ccc(C(=O)NNC(=O)c2ccncc2)cc1 | -10.0 | 103.0

# Screening results as filed in PubChem BioAssay.
